Bioassay records (PubChem BioAssay)
Mdm2 MdmX PPI = inhibitors of human Mdm2-MdmX association, primary screen, cell-based, luminescence, split luciferase, SaOS-2, uHTS. Protein Mdm4 (Homo sapiens) + E3 ubiquitin-protein ligase Mdm2 (Homo sapiens), …. inhibition, % at 8 µM. actives 3% (n = 330,000). SaOS-2 split-luciferase Mdm2/MdmX complementation;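 active means inhibition of at least 50% at 8 µM in the primary screen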
APJ ag = agonists of human apelin receptor APJ, primary screen, CHO-K1 cells, PathHunter beta-arrestin, luminescence. P35414. 0% DMSO wells, 100% apelin. activation, % at 20 µM. actives 0.11% (n = 330,000). AID 2520, 2010;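 active means activation more than six SD over the plate average, tested at 20 µM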;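 further: 0% = DMSO alone and 100% = apelin-13 at 10 nM; some results filed as inactive read as strong as hits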
Target sequence (P35414 whole entry, looked up): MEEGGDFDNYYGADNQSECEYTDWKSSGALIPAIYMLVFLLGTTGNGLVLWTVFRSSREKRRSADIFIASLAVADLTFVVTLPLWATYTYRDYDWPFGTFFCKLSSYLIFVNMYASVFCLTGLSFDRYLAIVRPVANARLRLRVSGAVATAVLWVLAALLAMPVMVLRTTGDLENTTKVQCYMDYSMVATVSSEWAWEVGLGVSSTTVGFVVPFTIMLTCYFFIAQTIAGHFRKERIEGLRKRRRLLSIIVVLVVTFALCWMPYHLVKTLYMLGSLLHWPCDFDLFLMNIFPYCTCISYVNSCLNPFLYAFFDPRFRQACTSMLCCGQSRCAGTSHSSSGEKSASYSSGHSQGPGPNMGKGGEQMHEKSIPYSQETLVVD
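Material: CHO-K1 APJ beta-arrestin complementation cell line; Input: cell density 1000 per well; Incubation: compound stimulation 90 min at 25 °C, detection 60 min; Signal: luminescence from split beta-galactosidase complementation, Galacton Star/Emerald II substrate; Controls: DMSO-only wells as negative, 10 nM Apelin-13 as positive control.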
CHOP UPR activ = activators of apoptotic CHOP UPR arm, primary screen, cell-based, CHO-CHOP luciferase reporter, luminescence, uHTS; UPR activation; percent of tunicamycin response over DMSO baseline; activation, % at 10 µM; actives 0.34% (n = 330,000);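 active means at 10 µM dose, activation of 40% or more, normalized to positive control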;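 further: 100% = tunicamycin at 10 µg/mL and 0% = DMSO alone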
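System: CHO CHOP reporter cells. Amount: 500 cells per well. Buffer or medium: F12 medium, 10% FBS. Compound dosing: one dose, 10 µM in 0.5% DMSO. Incubation: 6 h compound exposure at 37 °C after overnight seeding. Technique: Steady-Glo luciferase luminescence. Benchmarks: tunicamycin and DMSO controls.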
CCR6 antag = CCR6 receptor antagonists, primary screen, cell-based, CHO-K1, luminescence, beta-arrestin, uHTS; C-C chemokine receptor type 6 (Homo sapiens), P51684; CHO-K1 CCR6 PathHunter beta-arrestin, CCL20-stimulated; inhibition, % at 20 µM; actives 0.49% (n = 340,000);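 active means compounds whose inhibition of the agonist-driven luminescence signal at 20 µM reaches about 50%, limit read from the data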;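 further: cells stimulated with CCL20 at 14 nM final; plate controls were DMSO with CCL20 for no effect and DMSO without agonist for full effect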
CXCR6 inh = CXCR6 receptor inhibitors, primary screen, cell-based, beta-arrestin, luminescence, CHO-K1 PathHunter, 1536-well; C-X-C chemokine receptor type 6 (Homo sapiens), O00574; inhibition, % at 20 µM; actives 0.36% (n = 360,000); AID 602244, 2012; in the data active means inhibition above about 34%, passing the limit was not always enough;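 further: antagonist mode with CXCL16 agonist at 10 nM final; 0% = 10 nM CXCL16 with DMSO and 100% = unstimulated wells without agonist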
Target sequence (O00574 whole entry, looked up): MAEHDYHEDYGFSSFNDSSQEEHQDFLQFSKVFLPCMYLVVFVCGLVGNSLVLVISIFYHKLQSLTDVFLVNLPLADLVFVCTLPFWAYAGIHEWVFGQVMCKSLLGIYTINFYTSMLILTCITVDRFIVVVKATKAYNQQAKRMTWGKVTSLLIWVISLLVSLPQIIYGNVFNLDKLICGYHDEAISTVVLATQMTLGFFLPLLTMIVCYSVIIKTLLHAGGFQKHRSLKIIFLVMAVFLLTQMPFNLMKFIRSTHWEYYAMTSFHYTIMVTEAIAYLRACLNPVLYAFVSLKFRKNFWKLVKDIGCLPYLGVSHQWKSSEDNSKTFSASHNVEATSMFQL
tim23-1 inh = growth inhibitors of tim23-1 mutant yeast, primary screen, luminescence, uHTS | inhibition, % at 20 µM | actives 1.3% (n = 330,000) | S. cerevisiae tim23-1 growth, BacTiter-Glo luminescence, 24 h;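 active means growth inhibition of the mutant yeast at or above 50%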;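 further: temperature-sensitive mutant grown at 25 °C; plate controls were DMSO-treated mutant yeast for no effect and medium wells lacking yeast for full effect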
UPR XBP1 act = activators of adaptive XBP1 UPR arm, primary screen, cell-based, CHO-XBP1 luciferase reporter, luminescence, uHTS | IRE1-XBP1 UPR activation; percent of tunicamycin response, DMSO as zero | activation, % at 20 µM | actives 0.33% (n = 330,000);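 active means versus positive control, 20 µM dose yields 30% or more activation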;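 further: 100% = tunicamycin at 10 µg/mL and 0% = DMSO only wells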
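Material: CHO cell line with stable XBP1 luciferase reporter; buffer or medium: F12 medium containing 10% fetal bovine serum; compound: single point, 20 µM final compound, 1% DMSO; incubation: 6 h treatment, 37 °C; measured by: glow luminescence from Steady-Glo reagent; evaluation: activation, % of tunicamycin; control set: tunicamycin high, DMSO low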
APJ antag = antagonists of human apelin receptor APJ, primary screen, CHO-K1 cells, beta-arrestin complementation, luminescence; inhibition, % at 20 µM; P35414; AID 2521, 2010; actives 0.32% (n = 330,000);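 active means inhibition above about 40% at 20 µM, limit read from the data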;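 further: cells challenged with 10 nM apelin-13 agonist together with compound; plate controls were apelin-13 plus DMSO wells for no effect and DMSO wells lacking apelin-13 for full effect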
EBI2 block = EBI2 receptor antagonists, beta-arrestin recruitment, primary screen, cell-based, luminescence, 7a,25-OHC stimulation, uHTS; G-protein coupled receptor 183 (Homo sapiens), P32249; 7a,25-OHC stimulated; inhibition, % at 5 µM; actives 0.81% (n = 360,000); in the data active means inhibition above about 38%;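 further: enzyme fragment complementation signal reports receptor beta-arrestin coupling in cells; 0% = agonist plus DMSO wells and 100% = wells without agonist; some results beyond the cut were filed as inactive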
Target sequence (P32249 whole entry, looked up, the tested form may be a part): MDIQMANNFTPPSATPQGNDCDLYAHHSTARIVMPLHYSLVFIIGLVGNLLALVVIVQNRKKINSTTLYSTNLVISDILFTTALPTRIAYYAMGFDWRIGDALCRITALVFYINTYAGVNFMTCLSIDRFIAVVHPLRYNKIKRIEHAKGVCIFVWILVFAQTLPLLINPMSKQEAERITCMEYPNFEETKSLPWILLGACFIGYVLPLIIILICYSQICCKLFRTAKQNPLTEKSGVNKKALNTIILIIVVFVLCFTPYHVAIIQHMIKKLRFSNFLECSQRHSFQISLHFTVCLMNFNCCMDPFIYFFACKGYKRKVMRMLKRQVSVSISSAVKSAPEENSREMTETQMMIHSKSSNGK
* = called active by the depositor; x = no result given; & = joins results of further samples.

SMILES	Mdm2 MdmX PPI	APJ ag	CHOP UPR activ	CCR6 antag	CXCR6 inh	tim23-1 inh	UPR XBP1 act	APJ antag	EBI2 block
O=C(CSc1nnc(Nc2ccccc2)s1)NCCN1C(=O)CSC1=O	-34	0	4.4	-8	-2	-3	-1	-3	-9
CCOC(=O)N1CCC(NC(=O)c2sc3nc4n(c(=O)c3c2C)CCCC4)CC1	32	-1	-0.8	-7	6	-5	-1	2	-6
CCOc1ccccc1CN1CCNC(=O)C1CC(=O)NCc1ccccn1 (stereo unspecified)	-2	6	0.4	-6	0	6	-2	9	-4
Cc1cc(C)c(S(=O)(=O)N2CCCCC2)c(C)c1N(C)S(=O)(=O)c1ccc(Cl)cc1	22	-2	2.4	13	2	17	-2	-14	19
O=S(=O)(Nc1ccc(-c2cnco2)cc1)c1ccccc1	9	0	-0.7	-2	10	6	-3	-5	-2
CC(=O)Nc1ccc(NC(=O)COc2cc(C)cc3oc(=O)cc(C)c23)cc1	39	-3	1.0	4	-4	-1	-8	3	-9
Cc1c(NC(=O)CN2CC(C)OC(C)C2)c(=O)n(-c2ccccc2)n1C (stereo unspecified)	4	-4	0.1	-3&4	-1&0	12	-2	3	-3&-9
Cn1ncc(Cl)c1C(=O)Nc1cccnc1	5	-3	-0.5	11	-5	4	-4	3	6
Cc1cccc(-n2nc3c(c2NC(=O)CCCl)CSC3)c1	15	-4	-1.8	0	9	21	0	-23	6
CCc1cc(C(=O)N2CCCC(CCC(=O)N3CCN(c4ccccn4)CC3)C2)no1 (stereo unspecified)	-4	0	-0.8	-1	-6	13	-2	-13	-6
CC(=O)c1ccc(NC(=O)NNS(=O)(=O)c2ccc([N+](=O)[O-])cc2)cc1	-27	8	0.1	10	-8	7	-4	-55	-11
CN(CCOc1ccccc1)C(=O)c1cc(S(=O)(=O)N2CCOCC2)ccc1Cl	13	-4	-1.9	12	-2	8	-2	3	0
O=C(Cc1ccccc1)NCC(=O)OC(c1ccccc1)c1ccccc1	-2	-1	-2.5	12	5	29	1	7	9
Cc1nn(CCCC(=O)Nc2cccnc2)c(C)c1[N+](=O)[O-]	7	0	0.9	-2	-7	12	-1	-17	-8
CS(=O)(=O)N(CC(=O)N1CCN(c2ccc(F)cc2)CC1)c1ccc(F)c(Cl)c1	11	-1	-0.9	-21	1	21	0	6	3
COCCNc1ccc([N+](=O)[O-])cc1C(=O)Nc1cccc(C)n1	28	-2	1.3	9	3	37	-3	5	-1
COC(=O)N/N=C/c1c(C)nn(-c2cccc(Cl)c2)c1Cl	42	-2	4.8	-6	-4	31	1	-10	-8
CN(C)/N=C/c1ccc(Sc2ccc([N+](=O)[O-])cc2[N+](=O)[O-])o1	8	-1	6.5	0	-8	27	4	-49	-43
O=C(c1ccccc1)N1CCN(CC#CC2(O)CCCCC2)CC1	6	-6	-1.9	-1	-1	-10	0	-7	-8
Cc1ccc2scc(CN3CCCC3)c2c1	-22	0	-0.6	19	-8	-4	-1	-1	5
CC(Oc1ccc(Cl)cc1)C(=O)OCC(=O)Nc1ncc(Cl)cc1Cl (stereo unspecified)	-1	-1	0.6	9	-1	12	-7	0	-4
Cn1c(=O)c2cc(S(=O)(=O)NCCC(=O)NC3CCCCCC3)ccc2n(C)c1=O	-8	2	6.3	-4	-8	12	-5	5	-5
CCOc1ccccc1NC(=O)CSc1nnc(CNC(=O)c2cccs2)o1	12	-5	0.2	9	4	-5	-3	4	3
Cc1cc2ccccc2c(=O)n1CC(=O)NCC(=O)N(C)Cc1ccccc1	4	1	0.0	14	0	4	2	1	2

Laid out differently: entries from further up.
COCCNc1ccc([N+](=O)[O-])cc1C(=O)Nc1cccc(C)n1
- Mdm2 MdmX PPI: 28
- APJ ag: -2
- CHOP UPR activ: 1.3
- CCR6 antag: 9
- CXCR6 inh: 3
- tim23-1 inh: 37
- UPR XBP1 act: -3
- APJ antag: 5
- EBI2 block: -1
COC(=O)N/N=C/c1c(C)nn(-c2cccc(Cl)c2)c1Cl
- Mdm2 MdmX PPI: 42
- APJ ag: -2
- CHOP UPR activ: 4.8
- CCR6 antag: -6
- CXCR6 inh: -4
- tim23-1 inh: 31
- UPR XBP1 act: 1
- APJ antag: -10
- EBI2 block: -8

Later entries:
SMILES	Mdm2 MdmX PPI	APJ ag	CHOP UPR activ	CCR6 antag	CXCR6 inh	tim23-1 inh	UPR XBP1 act	APJ antag	EBI2 block
O=C1Cc2ccccc2N1c1c(Cl)cccc1Cl	25	-2	0.5	-3	-5	-6	1	10	-12
COc1ccc2c(c1)[nH]c1c(=O)n(/N=C/C3C(C)C=C(C)CC3C)c(=O)[nH]c12 (stereo unspecified)	69*	8	2.1	-5	-19	5	56*	-32	-10
Cc1ccc(C(=O)COC(=O)CN2C(=O)C3CC=CCC3C2=O)cc1[N+](=O)[O-] (stereo unspecified)	3	-22	-1.5	28	3	1	-6	45*	-1
Cc1cc2c(c(=O)n1Cc1ccccn1)C(C(C)C)C(C#N)=C(N)O2 (stereo unspecified)	-3	-1	-2.0	9	0	-5	-2	7	-4
CCc1noc(C)c1C(=O)Nc1cc(Cl)ccc1-n1cncn1	-2	6	1.1	-6	-3	5	0	33	-1
Cc1nc2cc(NC(=O)CS(=O)(=O)c3ccc(F)cc3)ccc2s1	-49	8	2.2	-7	6	14	0	-51	-4
CC(=O)Nc1ccc(C(=O)OCC(=O)c2ccc(S(=O)(=O)N3CCCCC3)cc2)cc1	-33	-9	0.4	30	21	16	3	-7	7
CC1(C)Cc2c(C#N)c(N3CCN(C(=O)c4ccccc4)CC3)nc(Cc3ccccc3)c2CO1	16	1	0.9	27	15	29	-2	11	19
O=C(CCC(=O)N(CC(=O)NC1CCCCC1)Cc1ccc(F)cc1)Nc1nccs1	-18	-4	-1.7	16	-3	23	-2	-2	1
C=CCOc1ccc2nc(NC(=O)OC)[nH]c2c1	26	-1	3.8	2	-5	8	17	-22	-16
CNc1nc2ccccc2n(C)c1=O	-10	-3	-0.7	14	-8	18	-3	-9	-11
Cc1ccc(C(=O)Nc2nc3ccccc3c(=O)s2)cc1	-89	-6	0.1	-1	4	11	-5	-15	-4
CN(C)CCN(C(=O)c1ccc2c(c1)CCCC2)c1nc2cc3c(cc2s1)OCCO3	-9	-6	2.0	18	6	17	-3	-14	6
O=C(CCCOc1ccccc1)N1CCCCC1	47	-2	-4.6	4	9	14	-11	11	-3
COc1ccc(Cl)cc1C(=O)NCC(c1ccco1)N(C)C (stereo unspecified)	4	-2	-1.1	14	1	3	-7	9	-10
O=C(/C=C/c1ccccc1)Nn1cnnc1	14	-1	-3.1	10	3	-5	-1	21	-12
COc1ccc(OCC(O)CN2CC(C)OC(C)C2)cc1 (stereo unspecified)	-26	-3	2.8	5	-9	7	3	3	3
O=C(O)CCCN1C(=O)/C(=C/C=C/c2ccco2)SC1=S	15	-1	-1.3	24	19	12	-2	-3	-13
Cc1c(NC(=O)C(C#N)=C2CCCCC2)c(=O)n(-c2ccccc2)n1C	21	-3	-0.9	-15	-1	-9	4	-32	1
CSc1ccccc1OCc1cc(C(=O)NCCc2ccco2)no1	2	-1	6.1	18	4	5	1	12	2
CCOC(=O)c1cnc2c(C)cc(C)cc2c1NCCCN1CCOCC1	25	-4	2.2	8	5	4	-2	12	14
COc1ccnc(N2CCN(c3ccc(Cl)cc3)CC2)c1C#N	23	-1	1.3	10	-3	4	-3	-3	11
Cc1cc(C)cc(N(C(=O)c2ccco2)C(C(=O)NC2CCCC2)c2ccncc2)c1 (stereo unspecified)	-3	-2	0.0	4	4	25	-8	-8	3
CC1C(=O)N2CCCc3cc(S(=O)(=O)N(C)CCC#N)cc1c32 (stereo unspecified)	-23	4	2.1	-4	-7	6	-2	15	-10
CCc1ccc(NC2=CC(=O)C(=O)c3ccccc32)cc1	70*	1	62*	31	5	2	13	-74	-12
Cc1csc(NC(=O)c2ccc(C(=O)Nc3nc(C)cs3)cc2)n1	21	1	1.5	x	x	-19	-5	17	x
CC(=O)N(/C=C1\SC(=S)N(c2ccccc2)C1=O)c1ccccc1	-9	-3	3.6	19	3	49	4	-11	-15
CCOc1ncccc1C(=O)Nc1ccc(F)c(Cl)c1	-13	-3	1.6	-4	1	9	0	14	-9
Cc1cc(C)c(C(=O)O)c(CC(C)(C)C(=O)O)c1	16	0	2.3	-11	7	4	-1	8	-1
COc1ccc(N2CC(NC(=O)c3cccc4ccccc34)CC2=O)cc1OC (stereo unspecified)	5	2	0.0	5	0	4	1	12	-4
Cc1cccc(C)c1OCCCCn1cnc2ccccc2c1=O	31	0	-1.2	-12	-1	14	-1	-6	10
N/C(=N\c1nc2ccccc2o1)NC(=O)c1ccc([N+](=O)[O-])cc1	26	5	3.9	-1	2	-5	9	-23	0
c1ccc2c(c1)nc1n2CCN1	0	-3	-1.7	-3	-5	7	-2	-12	-6
Cc1nnc(SCC(=O)Nc2cc(-c3cc(C)c(C)cc3C)nn2-c2ccccc2)s1	26	-1	-1.4	10	5	19	-1	6	15

Molecules from the list above with two or more sulfur atoms, in the order listed:
SMILES	Mdm2 MdmX PPI	APJ ag	CHOP UPR activ	CCR6 antag	CXCR6 inh	tim23-1 inh	UPR XBP1 act	APJ antag	EBI2 block
O=C(CSc1nnc(Nc2ccccc2)s1)NCCN1C(=O)CSC1=O	-34	0	4.4	-8	-2	-3	-1	-3	-9
Cc1cc(C)c(S(=O)(=O)N2CCCCC2)c(C)c1N(C)S(=O)(=O)c1ccc(Cl)cc1	22	-2	2.4	13	2	17	-2	-14	19
CCOc1ccccc1NC(=O)CSc1nnc(CNC(=O)c2cccs2)o1	12	-5	0.2	9	4	-5	-3	4	3
Cc1nc2cc(NC(=O)CS(=O)(=O)c3ccc(F)cc3)ccc2s1	-49	8	2.2	-7	6	14	0	-51	-4
O=C(O)CCCN1C(=O)/C(=C/C=C/c2ccco2)SC1=S	15	-1	-1.3	24	19	12	-2	-3	-13
Cc1csc(NC(=O)c2ccc(C(=O)Nc3nc(C)cs3)cc2)n1	21	1	1.5	x	x	-19	-5	17	x
CC(=O)N(/C=C1\SC(=S)N(c2ccccc2)C1=O)c1ccccc1	-9	-3	3.6	19	3	49	4	-11	-15
Cc1nnc(SCC(=O)Nc2cc(-c3cc(C)c(C)cc3C)nn2-c2ccccc2)s1	26	-1	-1.4	10	5	19	-1	6	15

These rows are one share of the data (hit frequency here may not be typical).
